# High-throughput results: PubChem, National Center for Advancing Translational Sciences (NCATS)
# L3MBTL1 block – blocks human L3MBTL1; AlphaScreen L3MBTL1–H3K9me1 peptide binding; Potency, µM (titrated, usually from 57.1 µM), inactives show at the highest dose activity, negative = inhibition, actives largely listed as inhibitors; 230,000 compounds, 0.66% hits; AID 485360; active means well fitted inhibition curve with a large enough effect; inconclusive means small, poorly fitted or top-dose-only effect; inactive means no such curve, though single readings can be large or run the other way; further: nearly all actives have a fitted effect of over 60% in size
# Target sequence (Q9Y468 whole entry, looked up): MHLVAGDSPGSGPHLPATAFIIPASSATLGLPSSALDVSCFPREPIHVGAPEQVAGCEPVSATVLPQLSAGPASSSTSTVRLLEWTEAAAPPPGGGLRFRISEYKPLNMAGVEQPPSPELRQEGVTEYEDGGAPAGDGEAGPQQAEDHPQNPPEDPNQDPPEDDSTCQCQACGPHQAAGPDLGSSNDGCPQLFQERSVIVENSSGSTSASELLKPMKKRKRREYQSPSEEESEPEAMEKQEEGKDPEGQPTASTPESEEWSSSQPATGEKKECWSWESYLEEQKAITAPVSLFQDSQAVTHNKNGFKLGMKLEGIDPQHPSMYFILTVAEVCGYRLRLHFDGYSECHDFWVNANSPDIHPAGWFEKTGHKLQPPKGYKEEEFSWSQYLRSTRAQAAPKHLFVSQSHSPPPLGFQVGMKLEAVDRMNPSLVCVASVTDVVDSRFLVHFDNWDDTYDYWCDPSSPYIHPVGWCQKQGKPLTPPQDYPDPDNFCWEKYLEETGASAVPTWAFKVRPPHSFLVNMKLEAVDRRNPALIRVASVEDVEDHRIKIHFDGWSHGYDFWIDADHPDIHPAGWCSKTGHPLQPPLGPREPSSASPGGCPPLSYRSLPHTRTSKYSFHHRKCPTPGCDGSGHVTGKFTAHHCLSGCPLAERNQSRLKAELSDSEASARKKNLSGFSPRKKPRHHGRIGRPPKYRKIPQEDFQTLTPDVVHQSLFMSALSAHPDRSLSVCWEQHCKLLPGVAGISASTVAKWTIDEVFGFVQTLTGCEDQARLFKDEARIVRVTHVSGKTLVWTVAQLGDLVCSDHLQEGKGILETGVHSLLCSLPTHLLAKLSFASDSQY
#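 First, the protein-peptide complex forms for 30 min at room temperature (L3MBTL1 50 nM, biotinylated H3K9me1 peptide 75 nM). Next, compounds are pin-transferred and incubated 30 min. Finally, AlphaScreen beads are added and read after 30 min.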
# An asterisk follows results filed as active; ? = inconclusive; [ ] = remark or other dose. On the % scale 0 is the no-effect control and ±100 the full control effect; potency means the concentration at half of the fitted maximal effect. Only part of the results is shown, so the mix of outcomes need not match the whole.
SMILES,L3MBTL1 block
COC(=O)Cn1c(CN2CCOCC2)nc2c1c(=O)n(C)c(=O)n2C,-5%
COc1ccc(NC(=O)CN(C)CC(=O)c2[nH]c(C)c(C(C)=O)c2C)cc1,0%
COc1ccc(OC)c(C(=O)COC(=O)C(CCSC)NC(=O)COc2ccccc2)c1 (centres undefined),-13%
O=C(CC1SC(N2CCCC2)=NC1=O)Nc1ccc(C(=O)N2CCN(c3cccc(Cl)c3)CC2)cc1 (centres undefined),-2%
Nc1cn(C2OC(CO)C(O)C2O)c(=O)[nH]c1=O (centres undefined),-5%
Cc1ccc(NC(=O)CN(C)C(=O)c2cccc(S(=O)(=O)N3CCCC3)c2)cc1,2%
O=C(NCCN1CCOCC1)c1cc([N+](=O)[O-])cc([N+](=O)[O-])c1,2%[2.29 µM]
Cc1cc(C)nc(SCC(=O)NC(=O)c2ccccc2O)n1,2%
COc1cc2c(cc1OC)C(c1ccccc1)N(C(=O)c1ccccc1)CC2 (centres undefined),-8%
CC1CCCCC1NC(=O)c1c(O)nc2ccccn2c1=O (centres undefined),7%
Cc1ccc(C(=O)NCC(=O)N(C)CC(=O)Nc2ccccc2Br)s1,-3%
O=C(NCCOc1ccc(Cl)cc1)c1cccc(S(=O)(=O)N2CCCC2)c1,-1%
O=C1/C(=C\c2c(NCCOCCO)nc3ccccn3c2=O)SC(=S)N1Cc1ccco1,-2%
O=C(COC(=O)C1CCN(c2ccc(C(F)(F)F)cn2)CC1)Nc1cc(F)ccc1F,19%
CNC(C)C(=O)NC(C(=O)N1CCCC1C(=O)NNc1ccccc1)C(C)C (centres undefined),-11%
CCc1ccc(-c2csc3nc[nH]c(=O)c23)cc1,6%
Cc1cccc(NC(=O)c2cc(=O)[nH]c3ccccc23)c1,-10%
O=C(Nc1ccc(Cl)cc1)C1CCCN(C2=NS(=O)(=O)c3ccccc32)C1 (centres undefined),-1%
C=CC(n1cncn1)C(O)(c1ccccc1)c1ccccc1 (centres undefined),1%
COCc1cc(C)nc2sc(C(=O)Nc3ccccc3Br)c(N)c12,13%
COc1cc(C(=O)Nc2ccccc2N2CCOCC2)ccc1OCC(=O)N1CCOCC1,-4%
COc1ccc2[nH]c3c(c2c1)CCN1C(=O)C(CC(=O)NCCCn2ccnc2)C[C@H](C(=O)N2CCOCC2)[C@@]31C (some centres undefined),-7%
Cc1cc(C)n2nc(SCC(=O)N3CCN(c4ccccc4)CC3)nc2n1,-2%
COC(=O)c1cc(C(=O)OCC(=O)N2CCCCC2)cc([N+](=O)[O-])c1,4%
CCN(CC)c1ccc(C=Nc2cccc(S(=O)(=O)N3CCOCC3)c2)c(O)c1,-7%
COc1ccc(N2CCN(C(CNC(=O)COc3ccccc3)c3ccco3)CC2)cc1 (centres undefined),-23%
O=C(CNC(=O)c1ccc(Br)cc1)c1ccccc1,-13%
COc1ccc(CNC(=O)CC2C[C@H](C(=O)N3CCOCC3)[C@@]3(CCC4CCCC4)c4[nH]c5ccccc5c4CCN3C2=O)cc1OC (some centres undefined),-5%
COCCOc1ccc(C(F)(F)F)cc1NC(=O)COC(=O)c1ccc(N2CCCC2=O)cc1,4%
CCC(C)NC(=O)CSc1nc2ccccc2c(=O)n1CCCN1CCCCC1 (centres undefined),6%
CC(C)(C)C(=O)NC1CC2CCCC(C1)N2C(=O)Nc1ccccc1Cl (centres undefined),1%
Cc1cccc(N(CC(=O)N2CCCC2)S(C)(=O)=O)c1,?
Cc1csc(NC(=O)COc2ccc3c(c2)CCC3)n1,-16%
NS(=O)(=O)c1ccc(NC(=O)CN2CCN(S(=O)(=O)c3cccs3)CC2)cc1,-24%
CC(C)(C)OC(=O)NCCCCCNC(=O)c1nc[nH]c1C(=O)NCc1ccc(CNC(=O)OC(C)(C)C)cc1,-5%
c1ccc(-c2ccccc2OCCCCn2ccnc2)cc1,-7%
CCOC(=O)C1=C(COC(=O)c2ccc([N+](=O)[O-])s2)NC(=O)NC1C (centres undefined),?
O=C(c1ccccc1OCc1ccc(Cl)cc1)N1CCN(c2ccccn2)CC1,-11%
COc1ccc(Cc2nnc(NC(=O)c3ccccc3F)s2)cc1,-2%
CCOC(=O)[C@@H]1[C@H]2COc3ccccc3[C@@H]2N2C(=O)N(c3cccc(F)c3)C(=O)[C@@]12C,-3%
C=CCC(=O)N1CCCC(C(=O)c2ccc(Cl)cc2)C1 (centres undefined),3%
COc1ccccc1NC(=O)c1cc(=O)[nH]c2ccccc12,-3%
Cc1ccc2c(c1)COc1c3ccc(C(=O)O)cc3nn1-2,-4%
Cc1cccc(N=Nc2c(N)n[nH]c2N)c1,-3%
Cc1n[nH]c(=S)n1/N=C/c1c(O)ccc2ccccc12,-5%
Cc1ccc(NC(=O)COC(=O)c2ccco2)cc1S(=O)(=O)N1CCOCC1,1%
COc1ccc(-c2nnc(SCc3ccc(C(=O)O)cc3)n2C)cc1OC,-1%
COc1ccccc1C(=O)Nc1ccc(OCC(=O)N2CCCCC2C)cc1 (centres undefined),2%
Cc1cc(NC(=O)CSc2nnc(C(F)(F)F)n2C)no1,-9%
O=C1COc2ccc(C(=O)COC(=O)c3ccccn3)cc2N1,-13%

# (next part)
SMILES,L3MBTL1 block
COc1ccc(N(C)S(=O)(=O)c2cccc(C(=O)Nc3nc(C)c(C(C)=O)s3)c2)cc1,-3%
CC1CCCC(NC(=O)COC(=O)c2cc(=O)[nH]c3ccccc23)C1C (centres undefined),2%
COc1cccc(CNC(=O)C2CC(=O)N(c3ccc4c(c3)OCCO4)C2)c1 (centres undefined),-5%
CCOc1ccc2nc(NC(=O)CN3C(=O)C4CCCCC4C3=O)sc2c1 (centres undefined),1%
O=C(C1=COCCO1)N1CCN(S(=O)(=O)c2cccc(F)c2)CC1,-5%
CCC1(c2ccccc2)ON(c2c(Br)cccc2Br)C1=O (centres undefined),2%
CCN(CC(=O)Nc1c(F)cccc1F)C(=O)c1ccc2c(c1)S(=O)(=O)N=C1CCCCCN12,8%
Cc1ccc(C(=O)NCC(=O)OCC(=O)Nc2ccc(Cl)cn2)cc1,5%
O=C(O)c1ccc(Nc2ccc([N+](=O)[O-])c3nonc23)cc1,-8%
CCOc1ccc(OCCNC(=O)c2ccc3c(c2)nnn3CC)cc1,5%
COc1cc(OC)cc(C(=O)NNC(=O)CCOc2ccccc2OC)c1,4%
Cc1ccc(C)c(OCCCN2CCNCC2)c1,0%
Cc1ccc(CSCC(=O)N(CCC(C)C)c2c(N)n(Cc3ccccc3)c(=O)[nH]c2=O)cc1,2%
Cc1ccc(NC(=O)Nc2cccc(F)c2)nc1,?
Cc1cc(C)c2c(=O)[nH]c(SCC(=O)Nc3cccc(S(=O)(=O)N(C)C)c3)nc2n1,4%
CCOC(=O)[C@H]1[C@H]2COc3ccc(OC)cc3[C@@H]2N2C(=O)c3cc(C)ccc3NC(=O)[C@@]12C,-7%
COc1ccc(-c2sc3ccccc3c2/C=C/c2ccc(N)cc2)cc1,-13%
CCOc1ccc(CCNC(=O)COC(=O)c2ccc(OC(C)C)cc2)cc1OCC,-2%
Cc1ccc(C(=O)CN2C(=O)NC3(CCCCCC3)C2=O)c(C)c1,5%
CC(Oc1ccc(Br)cc1)C(=O)NCC(C)(C)N1CCOCC1 (centres undefined),39%[activator]
CCOc1ccc(NC(=O)CN(C)C(=O)c2ccc(C3SCCS3)cc2)cc1OCC,0%
CN(Cc1ccccc1)C(=O)CN(c1ccccc1Cl)S(C)(=O)=O,4%[2.29 µM]
CCC1CCCCN1C(=O)/C=C/c1ccc2c(c1)OCO2 (centres undefined),1%
O=C(NCCCc1ccccc1)c1cccc(S(=O)(=O)N2CCOCC2)c1,-1%
COC(=O)c1cc(C(=O)NCc2ccc3c(c2)OCO3)cc([N+](=O)[O-])c1,3%[2.29 µM]
CC(=O)Nc1cc(NC(C)=O)cc(C(=O)NCC2(N3CCOCC3)CCCCC2)c1,-20%
COc1ccc(C(CNC(=O)C(C)Oc2ccc(Br)cc2)N2CCCCC2)cc1 (centres undefined),-21%
CCOc1ccccc1N1CC(C(=O)N2CCN(Cc3ccc(C#N)cc3)CC2)CC1=O (centres undefined),0%
CSc1ccc(CN(C)C(=O)CNC(=O)c2ccc3c(c2)OCO3)cc1,6%
Cc1nnc(SCC(=O)c2c(N)n(C3CC3)c(=O)[nH]c2=O)n1-c1ccccc1,1%

# Entries above that contain a COOH group:
SMILES,L3MBTL1 block
Cc1ccc2c(c1)COc1c3ccc(C(=O)O)cc3nn1-2,-4%
COc1ccc(-c2nnc(SCc3ccc(C(=O)O)cc3)n2C)cc1OC,-1%
O=C(O)c1ccc(Nc2ccc([N+](=O)[O-])c3nonc23)cc1,-8%

# New compounds follow.
SMILES,L3MBTL1 block
Cn1c(SCC(=O)c2ccccc2)ncc(C(=O)Nc2ccc(F)cc2)c1=O,5%
CCCCN(C(=O)c1cnc(C)cn1)c1c(N)n(CCC)c(=O)[nH]c1=O,3%
CCN1CCN(S(=O)(=O)c2ccc(Cl)c(C(=O)Nc3ccccc3N3CCCC3)c2)CC1,-1%
COC(=O)c1ccc(NC(=O)c2cccc(C)c2)cc1,4%
COc1ccc(S(=O)(=O)NC(C)C(=O)NCc2cccnc2)cc1C (centres undefined),3%
Cc1ccc(S(=O)(=O)N2CCC(C(=O)OCC(=O)N(C)C3CCCCC3)CC2)cc1C,7%
COc1cccc(C(=O)N2CCCN(C)CC2)c1OC,1%
COc1ccc(S(=O)(=O)N2CCOCC2)cc1NC(=O)CNC(=O)c1cccs1,5%
COC(=O)c1ccc(NC(=O)c2cccc(NC(=O)c3ccco3)c2)cc1,4%
COc1ccc(S(=O)(=O)N(C)C[C@H]2Oc3ccc(NC(=O)C4CC4)cc3C(=O)N([C@H](C)CO)C[C@@H]2C)cc1,5%

# Ordered by formula weight (descending): some entries from above.
SMILES,L3MBTL1 block
COc1ccc(S(=O)(=O)N(C)C[C@H]2Oc3ccc(NC(=O)C4CC4)cc3C(=O)N([C@H](C)CO)C[C@@H]2C)cc1,5%
CCN1CCN(S(=O)(=O)c2ccc(Cl)c(C(=O)Nc3ccccc3N3CCCC3)c2)CC1,-1%
COC(=O)c1ccc(NC(=O)c2cccc(NC(=O)c3ccco3)c2)cc1,4%
COc1ccc(S(=O)(=O)NC(C)C(=O)NCc2cccnc2)cc1C (centres undefined),3%
COC(=O)c1ccc(NC(=O)c2cccc(C)c2)cc1,4%

# Later entries
SMILES,L3MBTL1 block
COc1ccccc1CNC(=O)COC(=O)C1CCN(S(=O)(=O)c2ccccc2)CC1,-13%
COc1ccc(C(=O)N/N=C(\C)CC(=O)Nc2ccc(N(C)C)cc2)c(OC)c1,8%[2.29 µM]
CCOC(=O)COc1ccc(/C=C2/C(=O)NN(c3ccc(F)cc3)C2=O)cc1OC,-9%[2.29 µM]
O=C(NCc1c(O)ccc2ccccc12)c1ccccc1,5%
Cc1ccc(S(=O)(=O)N2CCN(C(=O)c3ccccc3OCc3c(C)noc3C)CC2)cc1,-2%
NC(=O)c1ccc(NC(=O)COC(=O)CC2CC3CCC2C3)cc1 (centres undefined),4%
Cc1nc2ccc([N+](=O)[O-])cc2c(=O)n1Cc1ccccc1Br,-14%
N/C(=N\OC(=O)c1ccc(Cl)cc1[N+](=O)[O-])c1ccccn1,-2%
COCC(C)n1c(C)cc(C(=O)COC(=O)c2nn(C)c(=O)c3ccccc23)c1C (centres undefined),-6%
COc1ccccc1OCCCCN1CCCCC1,-8%

# Some of these compounds in order of the L3MBTL1 block value, ascending.
SMILES,L3MBTL1 block
O=C(c1ccccc1OCc1ccc(Cl)cc1)N1CCN(c2ccccn2)CC1,-11%
Cc1n[nH]c(=S)n1/N=C/c1c(O)ccc2ccccc12,-5%
O=C1/C(=C\c2c(NCCOCCO)nc3ccccn3c2=O)SC(=S)N1Cc1ccco1,-2%
COC(=O)c1cc(C(=O)OCC(=O)N2CCCCC2)cc([N+](=O)[O-])c1,4%

# The results go on.
SMILES,L3MBTL1 block
CC(C)CC1(C)NC(=O)N(CC(=O)Nc2ccccc2Br)C1=O (centres undefined),-7%
O=C(c1ccco1)N1CCN(Cc2ccc(F)cc2Cl)CC1,-3%
Cc1cc(C(=O)CN2C(=O)C(=O)N(C3CCCC3)C2=O)c(C)n1CCc1ccccc1,-11%
CC(NC(=O)c1ccccc1Cl)C(=O)OCc1cn2cc(Cl)ccc2n1 (centres undefined),7%
O=C(Cn1c(NCCCO)nc2ccccc21)c1ccc(F)cc1,1%
CCCCn1c(N)c(N(CCOC)C(=O)C2CCN(S(=O)(=O)c3ccccc3)CC2)c(=O)[nH]c1=O,0%
CC1CCC2(CC1)NC(=O)N(NC(=O)CSc1nnc(NC3CC3)s1)C2=O (centres undefined),-4%
CCN(CC)C(=O)C1CCN(S(=O)(=O)c2c(C)noc2/C=C/c2cccc(C)c2)CC1,2%
COc1cccc(COC(=O)c2sc3nc4n(c(=O)c3c2C)CCC4)c1OC,-9%
CC1CN=C(NC(=O)c2cccc([N+](=O)[O-])c2)S1 (centres undefined),9%
CN(CC(=O)Nc1ccccc1C(F)(F)F)C(=O)c1cccc(-n2cccc2)c1,?
COc1cc(C(=O)NNC(=O)c2cc(=O)[nH]c3ccccc23)cc(OC)c1OC,16%
CN(CC(=O)Nc1ccc(F)cc1)C(=O)COC(=O)c1cc([N+](=O)[O-])ccc1N1CCOCC1,6%
CC[C@]12c3[nH]c4cc(-c5ccco5)ccc4c3CCN1C(=O)[C@@H](CC(=O)NCc1cccc(C(F)(F)F)c1)C[C@@H]2C(=O)N1CCN(C(=O)c2ccco2)CC1,-1%
CCN1C(=O)[C@H]2[C@@H](c3ccc(Cl)cc3)N3C(=O)CN(Cc4ccccc4)C(=O)[C@@]3(C)[C@H]2C1=O,4%
Cc1cc(=O)[nH]c(SCC(=O)c2ccc(F)c(C)c2)n1,-3%
Cc1nc(SCC(=O)NC2CCS(=O)(=O)C2)c2c3c(sc2n1)CCC3 (centres undefined),-2%
